Assay outcomes from PubChem BioAssay.
TbMetRS inhib: Trypanosoma brucei MetRS inhibition; purified T. brucei MetRS, ATP depletion, Kinase-Glo luminescence; inhibition, % at 11.9 µM; 360,000 compounds, 0.4% hits; AID 624268;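 active = inhibition above a per-plate cutoff of the control wells' mean inhibition plus 3 SD, cut at about 5.5% in these data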;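 also: 0% = DMSO wells median and 100% = median of wells with control inhibitor compound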
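Material: T. brucei methionyl-tRNA synthetase, purified; reagent: substrates ATP, L-methionine and bulk Escherichia coli tRNA; dosing: 11.9 µM single point; timing: 15 min plus 2 h at 25 °C; detection: luminescence of leftover ATP; evaluation: % inhibition; control set: DMSO-only wells as low control; replicates: singlicate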
MsrA act: activates bovine MsrA enzyme; purified bovine MsrA, absorbance read-out; activation, % at 10.6 µM; 360,000 compounds, 0.3% hits; AID 602163; in the data active = activation above about 7.5%;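 also: 0% = vehicle and 100% = reference activator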
MLLE-PAM2 inh: blocks PAM2 peptide binding to the PABP1 MLLE domain. GST-MLLE / FITC-PAM2 fluorescence polarization. inhibition, % at 20 µM. 360,000 compounds, 0.36% hits. AID 588489; in the data active = inhibition above about 35%, passing the limit was not always enough;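 also: plate controls were DMSO wells with GST-MLLE for no effect and wells lacking GST-MLLE protein for full effect; some results filed as inactive read as strong as hits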
Neddylation inh: cullin neddylation inhibition. P61081+Q13564. calls only at 25 µM. TR-FRET cullin neddylation, biochemical. AID 651699. 360,000 compounds, 0.58% hits; in the data active = inhibition above about 36%
Target sequence (P61081 whole entry, looked up): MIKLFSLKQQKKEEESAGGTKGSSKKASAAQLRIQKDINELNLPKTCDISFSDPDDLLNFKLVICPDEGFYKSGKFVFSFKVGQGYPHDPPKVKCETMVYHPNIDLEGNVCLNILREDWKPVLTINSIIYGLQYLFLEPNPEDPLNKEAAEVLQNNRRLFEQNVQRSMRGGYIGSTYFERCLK
Target sequence (Q13564 whole entry, looked up): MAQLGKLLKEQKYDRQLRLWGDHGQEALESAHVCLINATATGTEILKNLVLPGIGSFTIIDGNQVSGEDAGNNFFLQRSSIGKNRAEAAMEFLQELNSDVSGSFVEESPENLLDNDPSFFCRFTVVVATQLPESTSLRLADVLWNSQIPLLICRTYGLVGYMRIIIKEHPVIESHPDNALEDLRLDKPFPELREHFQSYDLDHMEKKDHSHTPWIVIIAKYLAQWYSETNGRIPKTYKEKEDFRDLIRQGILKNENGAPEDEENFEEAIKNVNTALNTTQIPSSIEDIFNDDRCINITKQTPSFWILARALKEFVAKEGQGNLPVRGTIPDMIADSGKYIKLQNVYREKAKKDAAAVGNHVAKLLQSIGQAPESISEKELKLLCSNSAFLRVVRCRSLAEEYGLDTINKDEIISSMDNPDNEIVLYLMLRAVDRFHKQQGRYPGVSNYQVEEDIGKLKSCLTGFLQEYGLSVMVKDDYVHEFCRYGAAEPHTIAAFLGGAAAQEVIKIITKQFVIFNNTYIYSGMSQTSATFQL
E coli Lon inh: inhibits E. coli Lon protease. inhibition, % at 7.94 µM. AID 602123. purified E. coli Lon protease, fluorescence polarization. P0A9M0. 360,000 compounds, 0.42% hits; in the data active = inhibition above about 13%, passing the limit was not always enough;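 also: 0% = enzyme with probe and DMSO and 100% = no enzyme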
CSN deneddyl inh: inhibitors of human CSN-mediated cullin deneddylation | Q92905 | Purified CSN, SCF-Nedd8-OG deneddylation, fluorescence polarization | inhibition, % at 12.5 µM | 360,000 compounds, 0.38% hits | AID 651999;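 active = pattern-corrected inhibition above about 35%, with an unprinted fluorescence ratio check between 0.5 and 1.5, limit read from the data, passing the limit was not always enough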;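 also: 0% = enzyme with substrate and 100% = substrate without enzyme; some results filed as inactive read as strong as hits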
Target sequence (Q92905 whole entry, looked up, one chain of several): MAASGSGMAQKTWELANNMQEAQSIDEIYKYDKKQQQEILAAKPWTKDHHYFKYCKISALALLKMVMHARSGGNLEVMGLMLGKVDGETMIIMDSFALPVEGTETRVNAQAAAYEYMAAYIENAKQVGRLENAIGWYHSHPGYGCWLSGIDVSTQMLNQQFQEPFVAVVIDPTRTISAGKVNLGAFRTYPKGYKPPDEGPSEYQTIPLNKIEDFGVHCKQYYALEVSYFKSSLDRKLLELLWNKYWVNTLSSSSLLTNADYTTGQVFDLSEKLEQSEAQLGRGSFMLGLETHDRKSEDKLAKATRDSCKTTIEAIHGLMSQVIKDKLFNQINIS
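test system = HEK293T-derived human Csn5 enzyme | amount = 0.24 nM Csn5 enzyme, final concentration | medium = Tris/NaCl/DTT buffer, pH 7.5 | schedule = 90 min reaction at room temperature | signal = FP | evaluation = inhibition of Csn5 cleavage, % | compound dosing = single dose of 12.5 µM compound with 0.25% DMSO | probe or stimulus = 10 nM SCFSkp2-Nedd8OG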
MsrA inhibitor: bovine MsrA inhibition. purified bovine MsrA, absorbance read-out. inhibition, % at 15.5 µM. 360,000 compounds, 0.75% hits; in the data active = inhibition above about 4.5%;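 also: 0% = vehicle wells with enzyme and 100% = reference inhibitor wells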
Rin1-Abl PPI inh: inhibitors of human Rin1-Abl protein interaction. P00519+Q13671. TR-FRET Rin1/Abl binding, biochemical. inhibition, % at 7.35 µM. 360,000 compounds, 0.4% hits; in the data active = inhibition above about 5%, passing the limit was not always enough
FAS-TE inh: FAS thioesterase (human) inhibition. recombinant FAS-TE, OMFH fluorogenic substrate, fluorescence endpoint. inhibition, % at 15 µM. 360,000 compounds, 0.67% hits. AID 602261;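 active = compounds whose normalised, plate-corrected inhibition of enzyme fluorescence in the single-dose primary screen is 50% or more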;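 also: 0% = DMSO with enzyme and 100% = substrate without enzyme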
Starred values were filed as active, the others as inactive; i = inactive; . = no result given; + = active, no number. Rows were taken by chance, and some 4% of all compounds hit somewhere here.

SMILES	TbMetRS inhib	MsrA act	MLLE-PAM2 inh	Neddylation inh	E coli Lon inh	CSN deneddyl inh	MsrA inhibitor	Rin1-Abl PPI inh	FAS-TE inh
CCN(CCCNC(=O)CNC(=O)Cn1cnc2ccccc2c1=O)c1ccccc1	-1.2	-4	-1	i	5	-3	-1.3	0	-2
O=C(CC12CC3CC(CC(C3)C1)C2)N1CCOCC1	-1.0	-2	-9	i	-2	-5	1.4	6	-4
O=c1[nH]c2cc(S(=O)(=O)CCO)ccc2o1	-0.6	-3	7	i	4	1	-0.3	-1	-6
CC(C)(CO)CNC(=O)CCc1nnc(Cc2ccc(-c3ccccc3)cc2)o1	-0.9	-7	-5	i	-10	0	0.4	4	-3
O=C(NN(C(=O)c1ccccc1)c1ccccc1)c1ccccc1	-1.1	-2	4	i	0	-3	0.1	0	-4
N#CC1=C2SCN(Cc3ccco3)CN2C(=O)CC1c1ccc(Cl)cc1 (configuration not stated)	0.8	2	-23	i	-17	15	1.2	2	6
C[C@H](CO)N1C[C@H](C)[C@@H](CN(C)S(C)(=O)=O)Oc2c(NC(=O)Cc3ccccc3)cccc2C1=O	-0.3	0	2	i	-7	0	1.5	-1	-14
CCCc1[nH]n(-c2ccc([N+](=O)[O-])cc2)c(=O)c1C=NCCc1ccc(OC)c(OC)c1	0.1	-2	-10	i	-2	4	0.8	0	24
COc1ccc(CN2C[C@H](O)COC[C@@H]3O[C@H](CC(=O)NCc4ccncn4)CC[C@H]32)cc1	0.5	.	.	i	.	-2	-0.2	.	.
O=C(Cc1ccc(NC(=O)C2CCCN(C(=O)C3CCCCC3)C2)cc1)Nc1ccc(C(=O)N2CCOCC2)cc1 (configuration not stated)	-0.7	-5	-1	i	-2	3	1.0	1	-3
COC(=O)c1cccc(NC(=O)/C=C/c2cccc([N+](=O)[O-])c2)c1	-0.6	-6	-6	i	-3	-8	0.0	0	20
NC(=O)c1ccccc1Nc1nc(NCCO)nc(N2CCCC2)n1	-0.2	-7	-1	i	-5	-3	-0.2	-2	-12
COc1cccc(CC2(CO)CCN(S(=O)(=O)N(C)C)CC2)c1	-0.2	-2	3	i	8	0	0.7	0	0
CCCc1ccc(-c2c(C)sc(N)c2C#N)cc1	27*	-3	-15	i	2	10	5.3*	-1	-18
O=C(NCc1cccc(C(F)(F)F)c1)C1CCCN(c2ncccn2)C1 (configuration not stated)	0.1	-3	10	i	-1	6	-0.4	3	6
O=C(Nc1nc(-c2ccc(S(=O)(=O)N3CCCC3)cc2)cs1)c1cccs1	-1.1	-4	1	i	-4	0	1.7	-2	52*
O=C1/C(=C\c2ccc(O)cc2)SC(=S)N1c1cccnc1	-0.5	-5	-32	i	-62	7	2.1	-4	-6
CC(=O)c1sc(-c2ccccc2)cc1NS(=O)(=O)c1ccccc1	0.0	-1	22	i	-13	-1	0.8	1	-4
COCCNC(=O)CN1N=C(c2ccc(C)cc2)CCC1=O	-0.4	-2	1	i	-4	-1	0.5	0	-7
CC(C)(C)OC(=O)NCCc1nc(NC(=O)OCc2ccccc2)sc1C(=O)O	-0.2	.	.	i	.	0	-0.3	.	.
Cc1nc2c(=O)[nH]n(C)c2nc1C	-0.2	0	3	i	0	3	-0.4	1	-11
CCCc1cc(=O)[nH]c(SCc2nc3ccccc3s2)n1	0.0	0	8	i	4	0	0.7	-2	-2
CN(C)c1ccc(C=NC(CO)C(O)c2ccc([N+](=O)[O-])cc2)cc1 (configuration not stated)	0.0	-2	-10	i	5	1	3.5	-2	-2
CC1CC(C)CN(S(=O)(=O)c2ccc(C(=O)N3CCOCC3)cc2)C1 (configuration not stated)	-0.3	-4	1	i	11	-1	-1.4	0	0
COc1ccc(C(=O)c2cc([N+](=O)[O-])ccc2N2CCN(C)CC2)cc1	0.9	-6	-7	i	-7	0	2.6	1	10
O=C(CNC(=S)N(Cc1ccccc1)Cc1cccnc1)N1CCOCC1	-0.6	-6	-37	i	3	3	-1.9	-3	2
CCOc1ccccc1NC(=O)C(OC(=O)c1cnc(C)cn1)c1ccccc1 (configuration not stated)	-0.3	5	10	i	-7	-4	-0.5	4	3
Cc1ccc(OCc2cc(C(=O)N(CCO)Cc3cccs3)no2)cc1C	-0.2	-2	0	i	-4	-4	-0.2	0	7
O=c1[nH]c(CN2CCN(c3ccccc3)CC2)nc2scc(-c3ccccc3)c12	-0.4	-2	-102	i	-32	-1	-0.7	-1	4
COc1ccc(NC(=O)C2=NN(C3CCS(=O)(=O)C3)C(=O)CC2)cn1 (configuration not stated)	-0.4	-5	-17	i	12	-1	1.4	-4	-2
COCCn1c(=S)[nH]c2ncccc2c1=O	-0.4	-1	-23	i	-4	-5	0.9	1	-8
CCOc1ccc(-n2ccn(CC(=O)NCCc3ccccc3)c(=O)c2=O)cc1	-0.2	-2	7	i	3	1	-0.3	0	-4
CSc1nnc(C)c(=O)n1COC(=O)c1ccc([N+](=O)[O-])cc1	-0.1	-1	-8	i	-3	5	0.0	-2	2
CNS(=O)(=O)c1cn(CC(=O)NCc2ccccc2OC)cc1S(=O)(=O)NC	-0.7	-1	0	i	-16	1	0.2	1	-4
CC(C)(C)CC(=O)NCCCN1CCOCC1	-0.3	2	-8	i	-3	-5	-0.2	3	-5
Cc1cc(NC(=O)COC(=O)c2cccc(S(=O)(=O)N(C)C3CCCCC3)c2)no1	1.1	-3	-1	i	4	-2	0.9	-1	10
Cc1ccc(S(=O)(=O)NCCSc2nnnn2C)cc1	-0.9	-5	-9	i	9	-2	-0.4	-3	-7
c1ccc(-c2nc(N3CCOCC3)c3ccccc3n2)nc1	-0.2	-2	-9	i	-4	-1	2.3	-2	-6
O=C(CSCC(=O)Nc1cccc2ccccc12)Nc1cccc2ccccc12	0.4	-1	14	i	-2	6	0.1	0	-3
COc1cc(C=C(c2nc3ccccc3s2)c2nc3ccccc3s2)cc(OC)c1O	0.3	-3	-31	i	-97	3	0.5	-1	2
CC(NCC(O)COC1CCC(C(C)(C)C)CC1)c1ccccc1 (configuration not stated)	-0.4	6	-9	i	-1	-2	-1.0	0	3
CC(=O)O/C(=C\c1cn(C(C)=O)c2ccccc12)C(=O)O	0.8	0	0	i	1	4	-0.4	3	-5
Cc1ccc(S(=O)(=O)N2CCC3CC2c2cc(Cl)ccc23)cc1 (configuration not stated)	0.3	-1	6	i	6	-1	0.4	1	26
CCN(CC)C(=O)CSc1nnc2nnc3cc(OC)ccc3n12	-0.9	-7	130	i	132*	-32	0.5	-7	-20
O=C(NCCc1ccccc1F)c1[nH]c(C(F)(F)F)nc1-c1ccccc1	-0.1	-2	0	i	0	-3	0.5	2	-8
CCN1C(=O)/C(=C2/C(=O)N3c4c(cc(OC(C)=O)cc42)C(C)=CC3(C)C)SC1=S	-0.6	-2	19	i	-3	-2	0.6	-1	7
Cc1ccc(S(=O)(=O)N2CCOCC2)cc1C(=O)OCC(=O)NCc1ccccc1	-0.4	-3	-11	i	4	-3	-0.4	-1	-2
CC(C)C(NC(=O)c1ccco1)C(=O)NC1CCCCCC1 (configuration not stated)	0.1	-4	-4	i	11	0	-0.7	-2	-4
Cc1ccc(NC(=O)Cn2nc(-c3ccccc3)nc2-c2ccccc2)c(C)c1	-0.2	-4	3	i	-10	-12	-1.1	2	-10
c1ccc(Oc2cc(-c3ccccc3)ncn2)cc1	-0.8	-2	1	i	3	2	-0.4	2	6
Cc1cc(C)n(CCSCC(=O)O)n1	-0.6	-6	-3	i	-3	-4	-0.2	3	-8
CCCCC(=O)NC(c1ccc(OC)cc1)c1ccc2cccnc2c1O (configuration not stated)	-0.5	0	-1	i	9	-2	-1.5	0	2
Cc1nc(N)sc1-c1csc(Nc2cccc(O)c2)n1	1.0	-1	-45	i	-14	10	1.0	-3	-4
Cc1cccn2c(CNCCCn3ncc4ccccc43)c(C(=O)N3CCCCC3)nc12	-0.4	-4	-3	i	3	0	0.9	3	-10
CC(OC(=O)C1CC(O)CN1S(=O)(=O)c1ccccc1[N+](=O)[O-])C(=O)N1CCCCC1 (configuration not stated)	-0.8	-2	1	i	10	-4	-0.1	0	-3
CCOC(=O)c1cc2sc(C)cc2n1CC(=O)N1CCN(C(=O)c2ccco2)CC1	0.3	-2	13	i	0	3	-0.3	0	-8
CC1=C(C(=O)Nc2ccc(C)cc2C)C(c2ccc(C)o2)NC(=S)N1 (configuration not stated)	0.2	1	-99	i	10	1	-0.5	-1	-3
CC(C)c1ccccc1NC(=S)NC1CCCCC1	-0.8	-1	-6	i	-3	-3	1.1	1	-3
O=c1cc(NCc2ccccc2)nc2n1CCCS2	-0.3	-4	4	i	-24	3	-0.5	-1	-11
COc1ccc(-c2nc3cc(C)c(Br)c(C)n3c2Cc2cccc(F)c2)cc1OC	0.0	-2	-6	i	-10	5	0.4	5	25

Results in Neddylation inh, CSN deneddyl inh and Rin1-Abl PPI inh (three entries from above):
| Molecule | Neddylation inh | CSN deneddyl inh | Rin1-Abl PPI inh |
| --- | --- | --- | --- |
| CCOC(=O)c1cc2sc(C)cc2n1CC(=O)N1CCN(C(=O)c2ccco2)CC1 | i | 3 | 0 |
| CC1=C(C(=O)Nc2ccc(C)cc2C)C(c2ccc(C)o2)NC(=S)N1 (configuration not stated) | i | 1 | -1 |
| CC(C)c1ccccc1NC(=S)NC1CCCCC1 | i | -3 | 1 |

New compounds follow
SMILES	TbMetRS inhib	MsrA act	MLLE-PAM2 inh	Neddylation inh	E coli Lon inh	CSN deneddyl inh	MsrA inhibitor	Rin1-Abl PPI inh	FAS-TE inh
C[C@@H]1C=C(C(=O)NCc2nc3ccccc3[nH]2)O[C@H](OCCCCO)C1	4.4	0	5	i	-2	1	0.6	3	-9
Cc1ccc(NC(=O)c2cccc(Cl)c2)nc1	-0.5	0	-2	i	-4	1	0.1	-1	-3
COc1ccc(-c2[nH]ncc2CN(C)CCN2CCOCC2)cc1F	-0.1	-4	15	i	1	-6	-0.3	1	-4
N#C/C(=C\c1cn(Cc2ccc(C#N)cc2)c2ccccc12)C(=O)NCc1cccs1	-0.4	0	15	+	-12	-6	0.2	-2	8
COc1ccc(NC(=O)c2cccc(N3C(=O)C4CCC(C)CC4C3=O)c2)c(OC)c1 (configuration not stated)	-1.0	-3	2	i	5	-2	-0.7	2	-1
CCOC(=O)N1CCN(C(=O)CCC2CCCC2)CC1	0.8	-3	-7	i	0	-2	0.1	-2	-2
CC1(c2nnnn2-c2ccc3c(c2)OCCO3)CCC(=O)N1CCc1ccc(O)cc1 (configuration not stated)	-0.5	-3	.	i	14	-3	0.7	.	-11
O=C(Nc1ccon1)Nc1ccc(F)cc1F	-0.2	-3	3	i	2	-7	-0.1	1	-2
Cc1cc(C)c(S(=O)(=O)N2CCCC2=O)c(C)c1N(C)S(C)(=O)=O	0.2	0	-1	i	7	-3	-0.2	0	-4
COCCn1c(C)cc2c(c1=O)C(c1ccco1)C(C#N)=C(N)O2 (configuration not stated)	-0.8	-3	14	.	5	0	0.7	-2	-5
O=C(COC(=O)Cn1nnc2ccccc21)NC1CCCC1	-0.2	0	6	i	-2	0	-0.5	2	-6
S=C(NCCNC(=S)Nc1ccccc1)Nc1ccccc1	2.1	1	1	i	-4	5	3.6	1	-6
O=C1OCCN1C(=O)[C@H]1[C@H](c2ccc(F)cc2)C(c2ccccc2)=NN1c1ccccc1	1.0	-2	1	.	1	-2	0.2	-2	31
COc1ccc(C(=O)O)cc1S(=O)(=O)NCc1cccnc1	-0.3	0	9	i	4	1	-1.3	-1	-2
